Source: PubChem BioAssay
TcdB GH inh: inhibitors of Clostridioides difficile toxin B glycohydrolase; TcdB glycohydrolase enzymatic assay, plate reader; inhibition, % at 9.99 µM; AID 652162; hit rate 0.24% among 350,000; P18177; in the data active = inhibition above about 10%
Target sequence (P18177 whole entry, looked up): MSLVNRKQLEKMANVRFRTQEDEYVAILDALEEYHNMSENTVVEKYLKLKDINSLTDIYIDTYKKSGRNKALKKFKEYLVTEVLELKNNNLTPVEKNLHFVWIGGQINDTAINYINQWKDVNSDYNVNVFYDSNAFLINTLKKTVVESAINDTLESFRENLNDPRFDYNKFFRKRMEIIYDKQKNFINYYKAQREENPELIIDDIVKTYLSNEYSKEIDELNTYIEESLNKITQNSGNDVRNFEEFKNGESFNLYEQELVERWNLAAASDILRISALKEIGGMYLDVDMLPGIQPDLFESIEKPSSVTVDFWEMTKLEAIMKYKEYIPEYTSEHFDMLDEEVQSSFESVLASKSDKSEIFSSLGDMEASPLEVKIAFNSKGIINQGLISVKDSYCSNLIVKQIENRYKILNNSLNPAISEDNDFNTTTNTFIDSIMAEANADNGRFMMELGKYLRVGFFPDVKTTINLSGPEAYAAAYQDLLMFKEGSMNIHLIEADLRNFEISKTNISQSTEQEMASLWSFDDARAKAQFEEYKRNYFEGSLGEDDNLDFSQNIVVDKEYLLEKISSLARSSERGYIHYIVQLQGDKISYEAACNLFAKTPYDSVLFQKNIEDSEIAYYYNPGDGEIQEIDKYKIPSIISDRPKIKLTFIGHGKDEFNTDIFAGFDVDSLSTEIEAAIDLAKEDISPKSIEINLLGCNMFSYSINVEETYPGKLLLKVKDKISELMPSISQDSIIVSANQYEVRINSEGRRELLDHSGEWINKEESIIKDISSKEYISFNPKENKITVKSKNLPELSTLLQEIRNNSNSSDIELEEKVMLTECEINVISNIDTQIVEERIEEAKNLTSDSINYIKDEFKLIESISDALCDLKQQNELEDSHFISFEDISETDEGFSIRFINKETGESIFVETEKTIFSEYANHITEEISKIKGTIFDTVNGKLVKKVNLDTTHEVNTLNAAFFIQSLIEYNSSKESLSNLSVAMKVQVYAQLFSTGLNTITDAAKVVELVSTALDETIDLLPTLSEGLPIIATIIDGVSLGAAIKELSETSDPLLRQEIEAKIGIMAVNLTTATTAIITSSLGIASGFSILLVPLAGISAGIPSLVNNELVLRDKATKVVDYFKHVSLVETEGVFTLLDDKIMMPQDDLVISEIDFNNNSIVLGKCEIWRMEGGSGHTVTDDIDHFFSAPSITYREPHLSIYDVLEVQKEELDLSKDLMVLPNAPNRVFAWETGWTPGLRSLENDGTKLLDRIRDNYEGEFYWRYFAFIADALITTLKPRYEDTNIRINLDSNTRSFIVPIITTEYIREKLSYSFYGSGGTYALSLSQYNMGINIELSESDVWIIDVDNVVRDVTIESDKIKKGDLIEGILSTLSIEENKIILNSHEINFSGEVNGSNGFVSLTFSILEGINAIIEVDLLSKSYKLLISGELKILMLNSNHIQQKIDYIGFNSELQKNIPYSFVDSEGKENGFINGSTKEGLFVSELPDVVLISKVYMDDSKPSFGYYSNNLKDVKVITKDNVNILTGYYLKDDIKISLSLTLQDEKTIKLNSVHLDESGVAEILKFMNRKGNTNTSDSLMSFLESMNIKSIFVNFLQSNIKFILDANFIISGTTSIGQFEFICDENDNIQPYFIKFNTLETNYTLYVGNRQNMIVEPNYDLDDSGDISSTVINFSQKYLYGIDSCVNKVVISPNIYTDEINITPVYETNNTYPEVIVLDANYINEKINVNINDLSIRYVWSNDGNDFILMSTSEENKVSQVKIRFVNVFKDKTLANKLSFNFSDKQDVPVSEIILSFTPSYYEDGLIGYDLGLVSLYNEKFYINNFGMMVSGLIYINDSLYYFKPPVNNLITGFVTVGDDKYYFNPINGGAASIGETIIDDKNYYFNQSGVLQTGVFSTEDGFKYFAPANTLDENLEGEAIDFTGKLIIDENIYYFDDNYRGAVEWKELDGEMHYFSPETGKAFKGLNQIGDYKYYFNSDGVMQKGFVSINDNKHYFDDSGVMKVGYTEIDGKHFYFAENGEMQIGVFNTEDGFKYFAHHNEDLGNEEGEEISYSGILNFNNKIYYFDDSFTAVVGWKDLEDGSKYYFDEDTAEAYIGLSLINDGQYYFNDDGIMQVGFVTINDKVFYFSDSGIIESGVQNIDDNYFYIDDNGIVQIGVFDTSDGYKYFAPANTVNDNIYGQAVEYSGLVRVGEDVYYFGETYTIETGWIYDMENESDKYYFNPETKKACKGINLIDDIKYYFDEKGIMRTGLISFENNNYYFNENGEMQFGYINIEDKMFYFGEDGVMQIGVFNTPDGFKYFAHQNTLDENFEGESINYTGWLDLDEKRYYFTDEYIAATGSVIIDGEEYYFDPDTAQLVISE
* hit, by the source's call.

SMILES	TcdB GH inh
Cc1ccc(S(=O)(=O)N[C@@H]2CC[C@H](CCNC(=O)Nc3ccc(Cl)cc3)O[C@@H]2CO)cc1	0.2
C[C@@H](NC(=O)C[C@H]1CC[C@H]2[C@@H](COc3ccc(NC(=O)C4CCOCC4)cc3C(=O)N2C)O1)c1ccccc1	-0.1
C[C@@H]1CN([C@H](C)CO)C(=O)c2cc(NS(=O)(=O)c3cccs3)ccc2O[C@@H](C)CCCCO[C@@H]1CN(C)CC1CCCCC1	0.4
CCC(=O)N1[C@H](CO)[C@H]2c3ccccc3N(S(=O)(=O)c3ccccc3F)C[C@H]21	0.1
CC(=O)N(C)C[C@@H]1Oc2cc(C#Cc3ccccc3F)ccc2S(=O)(=O)N([C@@H](C)CO)C[C@@H]1C	-0.2
CC(C)NC(=O)Nc1ccc2c(c1)CC(=O)N([C@H](C)CO)C[C@H](C)[C@H](CN(C)C(=O)Nc1cccc3ccccc13)O2	-0.1
CO[C@@H]1CN(C)C(=O)c2ccc(NS(=O)(=O)c3ccc(C)cc3)cc2OC[C@H](C)NC[C@@H]1C	-0.7
CCCNC(=O)N1C[C@@H](O)COC[C@@H]2O[C@@H](CC(=O)N[C@H]3CCN(Cc4ccccc4)C3)CC[C@H]21	1.3
O=C(Nc1cccc(F)c1)N1C[C@@H]2[C@H](c3ccccc31)[C@H](CO)N2C(=O)c1ccccc1F	0.6
O=C(C[C@@H]1C=C[C@@H](NS(=O)(=O)c2cccc(F)c2)[C@@H](CO)O1)NCc1ccc2c(c1)OCO2	0.3
C[C@@H]1CN([C@H](C)CO)C(=O)c2cc(C3=CCCC3)cnc2O[C@H]1CN(C)Cc1ccc(C(=O)O)cc1	0.2
CCC(=O)Nc1ccc2c(c1)OC[C@@H](C)N(Cc1cccc(F)c1)C[C@H](C)[C@H](OC)CN(C)C2=O	-0.5
C[C@H]1CN([C@@H](C)CO)C(=O)Cc2cc(NS(=O)(=O)c3ccc(F)cc3)ccc2O[C@H]1CN(C)Cc1ccc2c(c1)OCO2	-0.1
CCC(=O)N1C[C@H](C)[C@@H](OC)CN(C)C(=O)c2cc(NC(=O)Nc3cccc(F)c3)ccc2OC[C@@H]1C	0.1
COc1ccccc1S(=O)(=O)N[C@H]1CC[C@H](CC(=O)NCc2cc(F)cc(F)c2)O[C@@H]1CO	-1.0
C[C@H](CO)N1C[C@H](C)[C@@H](CN(C)C(=O)Cc2cccnc2)Oc2cc(C3=CCCCC3)ccc2S1(=O)=O	-0.6
O=C(C[C@H]1C[C@@H]2c3cc(NC(=O)C4CCC4)ccc3O[C@@H]2[C@@H](CO)O1)NCc1ccc2c(c1)OCO2	0.9
C[C@@H]1CN([C@H](C)CO)C(=O)c2cc(NS(=O)(=O)c3cccs3)ccc2O[C@@H](C)CCCCO[C@@H]1CN(C)Cc1ccncc1	-1.7
C[C@H](CO)N1C[C@H](C)[C@@H](CN(C)S(=O)(=O)c2ccc(Cl)cc2)Oc2ccc(NS(=O)(=O)c3cn(C)cn3)cc2C1=O	0.4
C[C@H](CO)N1C[C@H](C)[C@H](CN(C)C(=O)NC2CCCCC2)Oc2ncc(-c3ccc(F)cc3)cc2C1=O	-2.3

Grouped by structure, those above containing nitrogen in an aromatic ring (five)
SMILES	TcdB GH inh
C[C@@H]1CN([C@H](C)CO)C(=O)c2cc(C3=CCCC3)cnc2O[C@H]1CN(C)Cc1ccc(C(=O)O)cc1	0.2
C[C@H](CO)N1C[C@H](C)[C@@H](CN(C)C(=O)Cc2cccnc2)Oc2cc(C3=CCCCC3)ccc2S1(=O)=O	-0.6
C[C@@H]1CN([C@H](C)CO)C(=O)c2cc(NS(=O)(=O)c3cccs3)ccc2O[C@@H](C)CCCCO[C@@H]1CN(C)Cc1ccncc1	-1.7
C[C@H](CO)N1C[C@H](C)[C@@H](CN(C)S(=O)(=O)c2ccc(Cl)cc2)Oc2ccc(NS(=O)(=O)c3cn(C)cn3)cc2C1=O	0.4
C[C@H](CO)N1C[C@H](C)[C@H](CN(C)C(=O)NC2CCCCC2)Oc2ncc(-c3ccc(F)cc3)cc2C1=O	-2.3

More records.
SMILES	TcdB GH inh
O=C(c1cnccn1)N1CC(=O)N2[C@@H](CO)[C@@H](c3ccc(C#CC4CCCC4)cc3)[C@@H]2C1	1.5
CO[C@H]1CC[C@H]2CCOc3c(C#N)cccc3C(=O)N(C)C[C@@H](C)C(=O)N(C)C[C@H]1O2	-9.3
C[C@H](CO)N1C[C@H](C)[C@H](CN(C)C(=O)c2ccc(F)cc2)Oc2ncc(Br)cc2C1=O	1.0
COc1cccc(C(=O)Nc2ccc3c(c2)OC[C@H](C)N(C(=O)C2CCCC2)C[C@H](C)[C@@H](OC)CN(C)C3=O)c1	-19
C[C@@H]1CN([C@@H](C)CO)C(=O)c2c(c3ccccc3n2C)-c2ccccc2CO[C@@H]1CN(C)S(=O)(=O)c1cccs1	0.2
CO[C@H]1CN(C)C(=O)c2cc(NC(=O)c3cccc(F)c3)ccc2OC[C@@H](C)NC[C@H]1C	-2.3
O=C(C[C@H]1C[C@H]2c3cc(NC(=O)Nc4ccc(C(F)(F)F)cc4)ccc3O[C@H]2[C@H](CO)O1)NCCc1ccccc1	-0.2
CC(C)NC(=O)N(C)C[C@@H]1Oc2ccc(NC(=O)CCCCCC(=O)Nc3ccccc3N)cc2CC(=O)N([C@@H](C)CO)C[C@H]1C	0.3
C[C@@H]1CCCCO[C@@H](CN(C)CC2CCCCC2)[C@H](C)CN([C@@H](C)CO)C(=O)c2cc(NC(=O)Nc3ccc4c(c3)OCO4)ccc2O1	-0.7
O=S(=O)(c1ccccc1F)N1CC[C@H]2[C@H](CO)Nc3ccc(-c4ccccc4F)cc3[C@H]21	-1.0
CO[C@@H]1CN(C)C(=O)c2ccc(NS(=O)(=O)c3ccccc3C)cc2OC[C@H](C)N(S(C)(=O)=O)C[C@H]1C	0.5
COc1cc(CN2CC3(CN(S(=O)(=O)c4cn(C)cn4)C3)c3c(n(C)c4cc(OC)ccc34)[C@@H]2CO)cc(OC)c1	-3.4
[N-]=[N+]=NCc1ccccc1C[C@]1(C(=O)N2CCCCC2)N=C(c2ccc(OCCCO)cc2)O[C@H]1c1ccccc1	-0.5
Cc1noc(C)c1S(=O)(=O)Nc1ccc2c(c1)C(=O)N([C@H](C)CO)C[C@@H](C)[C@@H](CN(C)S(=O)(=O)c1cn(C)cn1)O2	-0.7
C[C@@H]1CN([C@@H](C)CO)C(=O)c2cc(NC(=O)Cc3ccccc3)ccc2O[C@@H](C)CCCCO[C@H]1CN(C)C(=O)c1ccncc1	0.2
C[C@H]1CN([C@@H](C)CO)C(=O)c2cc(NC(=O)Cn3cnnn3)ccc2O[C@@H]1CN(C)Cc1ccc2c(c1)OCO2	0.2
COc1ccc(NC(=O)N(C)C[C@@H]2Oc3c(NC(=O)c4cnccn4)cccc3C(=O)N([C@H](C)CO)C[C@H]2C)cc1	0.0
CCCN1[C@@H]2Cn3c(ccc(C4=CCCCC4)c3=O)[C@H]1[C@@H](C(=O)N1CCOCC1)[C@@H]2CO	0.3
COC(=O)[C@H]1[C@H](CO)[C@H]2Cn3c(ccc(C4=CCCC4)c3=O)[C@H]2N1C(=O)Cc1cccnc1	0.4
COCC(=O)N(C)C[C@@H]1[C@@H](c2ccccc2)[C@H](CO)N1C(=O)NC(C)C	-0.7
C[C@H](CO)N1C[C@H](C)[C@H](CN(C)C(=O)Cc2ccccn2)Oc2cc(C#Cc3ccccc3)ccc2S1(=O)=O	0.8
CC1C=NC(S(=O)(=O)N2CC[C@@H]3[C@@H](CO)N(C)c4ccc(-c5cccc(F)c5)cc4[C@@H]32)=N1 (stereo partly specified)	1.1
CC=Cc1ccc2n(c1=O)C[C@H]1[C@H](CO)[C@@H](C(=O)NCC(F)(F)F)N(C(=O)c3cccnc3)[C@@H]21 (mixture of isomers)	-1.0
CO[C@@H]1CN(C)C(=O)c2ccc(NC(C)=O)cc2OC[C@@H](C)N(Cc2ccc(F)cc2)C[C@H]1C	1.6
C[C@H](CO)N1C[C@H](C)[C@H](CN(C)Cc2cccc(F)c2)Oc2cc(C#Cc3ccccn3)ccc2S1(=O)=O	-0.4
C/C=C/c1ccc([C@H]2[C@@H](CO)N(C(=O)COC)[C@H]2CNC(=O)C2CC2)cc1	-2.0
COc1cccc(S(=O)(=O)N2[C@@H]3CNC[C@H]2C3c2ccc(-c3ccccc3F)cc2)c1 (stereo partly specified)	-0.7
N#C[C@H]1[C@H](c2ccc(-c3cccc(F)c3)cc2)[C@@H](CO)N1C(=O)CN1CCOCC1	-1.0
C[C@@H]1CN([C@H](C)CO)C(=O)c2cc(NC(=O)CCCCCC(=O)Nc3ccccc3N)ccc2O[C@@H]1CN(C)C(=O)NC1CCCCC1	-0.5
CN(C)CCCNC(=O)C[C@@H]1CC[C@@H]2[C@@H](COc3ccc(NC(=O)c4ccc5c(c4)OCO5)cc3C(=O)N2C)O1	4.3
C[C@H](CO)N1C[C@H](C)[C@@H](CN(C)C(=O)Cc2ccccc2)OCCCC[C@H](C)Oc2ccc(NC(=O)Nc3cccc4ccccc34)cc2C1=O	-0.1
CCS(=O)(=O)N1[C@H](C#N)[C@@H](c2ccc(C#CC(C)C)cc2)[C@@H]1CO	-0.5
C/C=C/c1cnc2c(c1)C(=O)N([C@H](C)CO)C[C@@H](C)[C@H](CN(C)S(=O)(=O)c1ccccc1)O2	-1.1
C[C@H](CO)N1C[C@H](C)[C@H](CN(C)S(=O)(=O)c2ccccc2)Oc2ccc(NC(=O)CCC(F)(F)F)cc2CC1=O	0.2
O=C(N[C@H]1CC[C@@H](CCNS(=O)(=O)c2ccc(Cl)cc2)O[C@H]1CO)c1ccccn1	0.3
C[C@@H]1CN([C@H](C)CO)C(=O)c2cc(NC(=O)CCC(F)(F)F)ccc2O[C@@H]1CN(C)Cc1ccc(C(=O)O)cc1	-0.6
CN1CCN(C(=O)C[C@@H]2CC[C@@H](NS(=O)(=O)c3cccc(F)c3)[C@H](CO)O2)CC1	-0.8
C[C@@H]1CN([C@@H](C)CO)C(=O)c2cccc(NC(=O)c3cnccn3)c2O[C@H]1CN(C)Cc1ccc(-c2ccccc2)cc1	-0.5
Cc1noc(C)c1NC(=O)N(C)C[C@@H]1Oc2ccc(NC(=O)C3CCCCC3)cc2C(=O)N([C@H](C)CO)C[C@H]1C	1.0
COc1ccc(NC(=O)Nc2ccc3c(c2)CC(=O)N([C@@H](C)CO)C[C@H](C)[C@H](CN(C)Cc2ccc4c(c2)OCO4)O3)cc1	1.6

Retrieved by structure from the list above:
SMILES	TcdB GH inh
C[C@H](CO)N1C[C@H](C)[C@@H](CN(C)C(=O)Cc2ccccc2)OCCCC[C@H](C)Oc2ccc(NC(=O)Nc3cccc4ccccc34)cc2C1=O	-0.1
C[C@@H]1CN([C@@H](C)CO)C(=O)c2cccc(NC(=O)c3cnccn3)c2O[C@H]1CN(C)Cc1ccc(-c2ccccc2)cc1	-0.5
COc1cccc(S(=O)(=O)N2[C@@H]3CNC[C@H]2C3c2ccc(-c3ccccc3F)cc2)c1 (stereo partly specified)	-0.7
CC1C=NC(S(=O)(=O)N2CC[C@@H]3[C@@H](CO)N(C)c4ccc(-c5cccc(F)c5)cc4[C@@H]32)=N1 (stereo partly specified)	1.1

Additional structures.
SMILES	TcdB GH inh
C[C@@H]1CN([C@@H](C)CO)S(=O)(=O)c2ccc(C#Cc3cccc(F)c3)cc2O[C@@H]1CN(C)C(=O)CN1CCOCC1	1.5
CCCNC(=O)N1CC2(CCN(Cc3cccnc3)CC2)c2c(n(C)c3cc(OC)ccc23)[C@H]1CO	1.2
CN(C)CC#Cc1ccc([C@H]2[C@@H](CO)N3CCCCN(S(=O)(=O)c4ccccc4)C[C@H]23)cc1	-0.7
COCC(=O)N(C)C[C@@H]1Oc2ncc(C#C[C@@H](C)O)cc2C(=O)N([C@H](C)CO)C[C@H]1C	0.6
C[C@@H]1CN([C@@H](C)CO)C(=O)Cc2cc(NS(=O)(=O)c3cn(C)cn3)ccc2O[C@H]1CN(C)S(=O)(=O)c1cccs1	0.3
COc1ccc(-c2ccc3c(c2)O[C@H](CN(C)Cc2cccnc2)[C@@H](C)CN([C@H](C)CO)S3(=O)=O)cc1	-12
C[C@H](O)C#Cc1ccc2c(c1)O[C@@H](CN(C)C(=O)Cc1ccccn1)[C@@H](C)CN([C@@H](C)CO)S2(=O)=O	-0.9
CCCNC(=O)N1CC2(CN(C(=O)CC)C2)c2c(n(C)c3cc(OC)ccc23)[C@@H]1CO	1.3
C[C@@H]1CN([C@H](C)CO)C(=O)c2ccccc2-c2ccccc2CO[C@@H]1CN(C)S(=O)(=O)CC(F)(F)F	-0.4
C[C@@H]1CN([C@@H](C)CO)C(=O)c2cc(-c3ccncc3)cnc2O[C@@H]1CN(C)C(=O)C1CCCCC1	-0.1
COCC(=O)N(C)C[C@H]1Oc2ncc(C#CC3(O)CCCC3)cc2C(=O)N([C@@H](C)CO)C[C@@H]1C	0.7
COCC(=O)NC[C@@H]1[C@H](c2ccccc2)[C@@H](CO)N1C(=O)c1ccccc1	2.8
CC(C)NC(=O)Nc1cccc2c1O[C@H](CN(C)Cc1ccccc1)[C@H](C)CN([C@@H](C)CO)C2=O	0.4
COc1ccc(S(=O)(=O)N(C)C[C@@H]2OCc3ccccc3-c3ccccc3C(=O)N([C@@H](C)CO)C[C@@H]2C)cc1	0.3
Cc1ccc(S(=O)(=O)N[C@H]2CC[C@@H](CC(=O)NCCc3ccncc3)O[C@H]2CO)cc1	-0.3
COCCNC(=O)C[C@@H]1CC[C@@H]2[C@@H](COc3ccc(NC(=O)Cc4ccccc4)cc3C(=O)N2C)O1	-0.1
COc1ccc(CN(C)C[C@@H]2Oc3ccc(NS(=O)(=O)c4ccc(OC)cc4)cc3CC(=O)N([C@@H](C)CO)C[C@@H]2C)cc1	0.9
O=C(C[C@H]1C=C[C@H](NC(=O)Nc2cc(F)ccc2F)[C@H](CO)O1)Nc1ccc(-c2ccccc2)cc1	1.0
CCC(=O)N1CC[C@@H]2[C@@H](CO)Nc3ccc(C#Cc4ccccc4)cc3[C@@H]21	1.2
CC(C)COC(=O)N(C)C[C@H]1OCc2cn(nn2)CCCC(=O)N([C@H](C)CO)C[C@H]1C	0.4
C[C@@H]1CN([C@H](C)CO)C(=O)c2cc(-c3ccccc3F)cnc2O[C@@H]1CN(C)C(=O)c1ccccn1	-0.2

An excerpt. The share of hits here may be higher or lower than overall.
